Source: PubChem BioAssay (several laboratories)
Pf gametocyte = P. falciparum stage V gametocyte viability inhibition; P. falciparum stage V gametocytes, ATP luminescence, 24 h; inhibition, % at 10.9 µM; 0.065% of 150,000 active;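 active = inhibition above the mean plus 3 SD of compounds within the control limits, set per campaign, cut at about 38% in these data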;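 note: 0% = DMSO wells and 100% = medium only without gametocytes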
Rab2A wt mod = changes GTP binding to wildtype dog Rab2A, up or down | P61105 | GST-Rab2 wt beads, Bodipy-GTP binding, flow cytometry | GTP binding activity, % at 10 µM | 0.19% of 190,000 active | AID 760;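 active = GTP binding activity at least 20 points away from 100%, either lowered or raised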;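 note: 0% = beads with excess unlabeled GTP and 100% = no-compound control corrected for plate trend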
Mcl1 Bid PPI = Mcl-1/Bid interaction inhibition | Q07820 | 0.97% of 220,000 active | TR-FRET Mcl-1/Bid-Dy647 peptide binding, 1536-well | AID 1021 | inhibition, % at 21.7 µM;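 active = compounds that cut the binding signal by more than half at the single screening dose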;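 note: His-tagged Mcl-1 with europium anti-His antibody binding Bid BH3 peptide; 0% = Mcl-1 plus peptide wells and 100% = peptide-only wells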
Target sequence (Q07820 whole entry, looked up): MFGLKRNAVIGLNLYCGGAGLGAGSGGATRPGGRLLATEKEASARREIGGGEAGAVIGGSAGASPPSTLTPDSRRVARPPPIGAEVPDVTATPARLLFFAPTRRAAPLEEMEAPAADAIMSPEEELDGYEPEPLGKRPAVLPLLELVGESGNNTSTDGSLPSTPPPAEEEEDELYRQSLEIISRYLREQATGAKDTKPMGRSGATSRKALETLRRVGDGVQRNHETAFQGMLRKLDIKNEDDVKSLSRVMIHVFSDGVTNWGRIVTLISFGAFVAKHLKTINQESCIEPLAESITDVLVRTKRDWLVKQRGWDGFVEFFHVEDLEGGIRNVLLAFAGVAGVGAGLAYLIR
Rac1 wt modul = alters GTP binding to wildtype human Rac1 | GST-Rac1 beads, fluorescent GTP binding, flow cytometry; actives lie on both sides; 0 = cold GTP competed, 100 = untreated | GTP binding activity (% of control), % at 10 µM | 0.27% of 190,000 active;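 active = GTP binding activity at least 20 points away from the 100% control level, either lower or higher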
Cdc42 wt = modulators (inhibitors or activators) of GTP binding to human Cdc42 wildtype | P60953 | 0.2% of 190,000 active | AID 761 | GST-Cdc42 beads, Bodipy-GTP binding, flow cytometry; actives lie on both sides | percent activity (GTP binding), % at 10 µM;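 active = percent activity GTP binding at least 20 points away from the 100% baseline, either down as inhibitor or up as activator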;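 note: median bead fluorescence of bound Bodipy-FL-GTP at 100 nM; 0% = excess unlabeled GTP control and 100% = no compound control; below 100% means less GTP binding so inhibitor and above means activator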
Target sequence (P60953 whole entry, looked up): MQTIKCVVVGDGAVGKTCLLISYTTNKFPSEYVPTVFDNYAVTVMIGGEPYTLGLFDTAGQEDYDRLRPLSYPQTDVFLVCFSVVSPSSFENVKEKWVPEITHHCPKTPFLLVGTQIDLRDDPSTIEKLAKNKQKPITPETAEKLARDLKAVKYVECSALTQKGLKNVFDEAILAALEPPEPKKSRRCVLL
Mcl1 Noxa PPI = disrupts binding of human Mcl-1 to Noxa peptide. Q07820. TR-FRET Mcl-1/Noxa peptide binding, 2 h. inhibition, % at 21.7 µM. 1.5% of 220,000 active;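 active = compounds that cut the protein-peptide binding signal by more than 50% relative to plate controls in a single-dose test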;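 note: His-tagged Mcl-1 with rhodamine Noxa BH3 peptide and terbium anti-His antibody; 0% = Mcl-1 plus Noxa peptide wells and 100% = peptide-only wells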
Rac1 act GTP bind = modulators of GTP binding to human Rac1 activated mutant. P63000. GST-Rac1 activated beads, fluorescent GTP binding, flow cytometry; actives lie on both sides; 100% means binding = to untreated wells. percent activity (GTP binding), % at 10 µM. 0.11% of 190,000 active. AID 764;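 active = GTP binding at least 20 percentage points away from the 100% baseline, in either direction, so actives lie on both sides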
Rab7 wt modul = modulators of GTP binding to dog Rab7 wildtype GTPase; GST-Rab7 beads, fluorescent GTP binding, flow cytometry; actives lie on both sides; untreated = 100%, excess cold GTP = 0%; GTP binding activity (percent of control), % at 10 µM; 0.055% of 190,000 active;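 active = fluorescent GTP binding to Rab7 beads changed by at least 20 points from the 100% baseline, either direction, mostly lower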;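 note: median green fluorescence of bound Bodipy-FL-GTP per Rab7 bead population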
GSH bead fluor = GSH bead compound fluorescence profile; fluorescence (KMESF) at 10 µM; GSH beads flow cytometry, compound fluorescence 488/530 nm; hits give high values; 0.25% of 190,000 active; in the data active = fluorescence above about 89;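 note: glutathione beads carrying GST-tagged Bcl family fusion proteins plus one bare bead set; values are compound well signal with DMSO vehicle wells as background; inactives centre near 16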
HRas wt GTP bind = changes GTP binding to wildtype human HRas | P01112 | GST-Ras wt beads, Bodipy-FL-GTP binding, flow cytometry; actives lie on both sides | GTP binding activity, % at 10 µM | 0.14% of 190,000 active;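 active = GTP binding activity at least 20% away from the 100% baseline, either lowered as inhibitor or raised as activator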;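 note: 0% = unlabeled GTP competition control and 100% = no-compound control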
Target sequence (P01112 whole entry, looked up): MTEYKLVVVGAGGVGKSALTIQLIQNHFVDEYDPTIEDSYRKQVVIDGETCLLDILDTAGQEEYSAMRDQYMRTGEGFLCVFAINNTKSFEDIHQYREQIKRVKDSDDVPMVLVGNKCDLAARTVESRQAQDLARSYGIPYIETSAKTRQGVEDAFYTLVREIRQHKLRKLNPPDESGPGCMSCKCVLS
Avidin bead fluor = avidin bead compound fluorescence profile; 0.38% of 220,000 active; fluorescence (KMESF) at 10 µM; Avidin beads, compound fluorescence 488/530 nm, flow cytometry; hits give high values; in the data active = fluorescence above about 47; note: inactives centre near 10
* marks the source's active call; other numbers are inactive results; . = not tested or not shown.

SMILES	Pf gametocyte	Rab2A wt mod	Mcl1 Bid PPI	Rac1 wt modul	Cdc42 wt	Mcl1 Noxa PPI	Rac1 act GTP bind	Rab7 wt modul	GSH bead fluor	HRas wt GTP bind	Avidin bead fluor
CCc1ccc(NC(=O)CSc2nc3ccccc3c(=O)n2CCCN2CCC(C)CC2)cc1	5	103	-8	100	96	12	96	108	20	99	10
Cc1ccc(CCN2CC(C(=O)NCCCN3CCN(C)CC3)CC2=O)cc1 (stereo not given)	.	99	-17	101	99	-8	97	97	23	99	8
Cc1nc2nc(CSc3nc4ccccc4s3)cc(=O)n2[nH]1	.	100	-9	96	98	13	94	99	12	101	17
CC(=O)c1cccc(NC(=O)COc2nsnc2N2CCOCC2)c1	17	93	-12	97	97	8	94	92	12	95	32
O=P(OCC1CC1)(c1ccccc1)c1ccccc1	0	98	-19	104	100	3	98	102	5	99	14
Nc1c(C(=O)NCCc2ccc(Cl)cc2)sc2ccc(S(=O)(=O)N3CCCCC3)cc12	-13	96	-28	101	98	2	98	95	14	96	19
COc1ccc(CN(C(=O)c2ccco2)c2ccccc2)cc1	.	100	1	100	102	-3	97	98	21	100	4
CC/C(Cc1ccccc1)=N/NC(=O)c1cccc(Br)c1	-2	100	15	108	106	23	100	97	24	101	13
O=C1[C@@H]2C(Cc3ccc(O)cc3)NC3(C(=O)Nc4ccc(F)cc43)[C@@H]2C(=O)N1c1ccccc1 (stereo not given in full)	-6	101	-37	98	102	7	100	97	21	101	10
Cc1ccc(N2CC(C(=O)NCCc3ccc(S(N)(=O)=O)cc3)CC2=O)cc1 (stereo not given)	32	107	-11	103	106	-12	101	109	21	106	16
O=C(Cc1ccccc1[N+](=O)[O-])NCc1ccccc1Cl	-30	104	-10	103	106	-9	101	94	23	104	14
Cc1nn(C(=O)c2ccco2)c(C)c1Sc1ccc(Br)cc1	.	97	-25	100	98	-16	93	100	41	99	15
Cc1cccnc1NC(=O)c1cc2c(=O)oc3ccccc3c2s1	1	99	-4	100	99	-38	98	99	4	100	14
CCCC(=O)Nc1ccc(N2CCN(C(=O)c3ccccc3C)CC2)cc1	5	96	-34	96	98	1	95	101	20	98	10
O=C1CSCC(=O)N1c1ccccc1	.	99	14	101	103	-2	99	97	12	100	39
O=C(CN1C(=O)COc2ccccc21)Nc1ccc2c(c1)OCCO2	1	99	-31	103	102	-3	102	96	9	100	13
Cc1nnc(SCc2ccccc2)n1N	-26	100	3	100	104	4	99	102	14	101	38
O=C(Nc1ccc(Cc2ccncc2)cc1)c1cccs1	12	97	-13	96	98	9	95	108	19	97	6
CCOC(=O)c1[nH]c2ccc(OC)cc2c1NC(=O)NC(C)C	-6	101	-51	99	101	11	98	101	61	100	10
N#CC1=C2SCC(O)(c3ccccc3)N2C(=O)CC1c1ccccc1 (stereo not given)	.	95	7	95	97	14	93	95	34	96	9
CCOc1cc(/C=N/NC(=O)c2cccnc2)ccc1OCc1ccc(C(=O)OC)o1	3	95	-15	93	93	7	93	100	14	96	8
Nc1nnc(SCC(=O)OCc2ccc(F)cc2)s1	-20	100	-9	101	105	-10	98	98	19	99	14
CC(NC(=O)C(=O)NCCCn1ccnc1)c1ccccc1 (stereo not given)	.	98	-36	98	96	6	97	102	11	97	11
NC(=O)C[C@@H]1N[C@]2(C(=O)Nc3ccccc32)[C@@H]2C(=O)N(C3CCCCC3)C(=O)[C@H]12	-27	94	-20	93	92	10	95	94	8	94	19
O=C(CSc1nn(-c2ccccc2)c(=S)s1)Nn1cnnc1	.	95	-11	94	97	5	93	91	25	95	14
CC(c1nc2ccccc2c(=O)[nH]1)N(C)c1ccc2ccccc2c1 (stereo not given)	.	97	-69	100	100	18	97	101	7	100	12
COc1ccc2oc(=Nc3cccc(F)c3)c(C(N)=O)cc2c1	-25	98	-15	99	97	-2	96	101	16	98	10
O=C1Nc2cc(C(=O)N3CCN(Cc4ccccc4)CC3)ccc2SC1N1CCOCC1 (stereo not given)	.	101	-10	101	103	9	98	100	28	102	8
O=C(NCc1cccnc1)c1cc2nc(-c3cccs3)cc(C(F)(F)Cl)n2n1	2	93	-2	97	90	29	93	97	13	92	8
CCc1cc(SC#N)ccc1N	23	99	-26	92	95	15	93	103	14	97	8
COc1ccc(N2C(=O)CSC23CCC(C(C)(C)C)CC3)cc1 (stereo not given)	.	99	0	98	100	9	97	98	9	99	17
CCOC(=O)c1ccc(NC(=S)N(CCCN2CCCC2)Cc2ccco2)cc1	1	103	-11	108	111	4	103	102	6	103	2
Cc1cccc(NC(=S)NCC23C=CC(O2)C2C(=O)N(c4ccc(Cl)cc4)C(=O)C23)c1 (stereo not given)	2	98	-57	102	98	9	100	100	5	99	13
CCOc1ccc(-n2nnnc2SCC(=O)c2ccccc2)cc1	.	98	-23	104	102	-5	99	98	11	100	11
CC(=O)c1cc(C#N)c(NCc2ccccc2)nc1C	-1	97	-3	95	93	4	93	99	12	96	10
COc1ccc(OCCCn2c(=O)oc3ccccc32)cc1	.	101	-10	106	102	-13	99	105	17	104	6
CC1(C)SC(=S)N(Cc2ccc3c(c2)OCO3)C1N(O)C(=O)NC1CCCCC1 (stereo not given)	-32	103	-17	99	100	15	102	102	24	101	14
COc1ccc(-c2cc(O)cc(O)c2)cc1	.	102	-17	101	101	10	102	102	19	101	47
Cc1ccc(CCN2CC(C(=O)NCc3ccco3)CC2=O)cc1 (stereo not given)	.	97	-24	92	94	20	93	99	38	97	12
CCC(C(=O)Nc1ncn[nH]1)(C(F)(F)F)C(F)(F)F	.	105	25	106	106	5	99	104	11	102	12
CC1(C)COC(c2cc([N+](=O)[O-])ccc2Cl)=N1	-23	100	0	105	103	1	100	101	17	103	29
CN(C)C(CN=C1NS(=O)(=O)c2ccccc21)c1ccco1 (stereo not given)	.	100	-5	102	100	13	96	100	13	100	10
Cc1oc(-c2cccs2)nc1CS(=O)CC(=O)NCCCOC(C)C (stereo not given)	0	106	-23	105	106	12	102	101	16	107	13
Cc1cc(C)c(NC(=O)CS)c(Cl)c1	2	100	-17	94	94	14	93	108	17	95	7
CC1CCCCC1NC(=O)CSc1nncn1N (stereo not given)	4	96	9	100	97	33	97	96	48	96	6
COc1ccc(Cc2nnc(SCC(=O)NCC3CCCO3)o2)cc1 (stereo not given)	-14	104	-73	102	101	-30	101	98	60	103	8
COc1ccccc1OCC(=O)Nc1cccc(C(=O)N2CCOCC2)c1	-34	100	-23	103	104	3	103	97	23	102	16
CC(C)CC1(C)NC(=O)N(CC(=O)Nc2cccc(S(=O)(=O)N(C)c3ccccc3)c2)C1=O (stereo not given)	10	98	10	102	97	20	96	96	14	98	10
C=CCn1c(CCCOc2ccc(Cl)cc2Cl)nnc1SCC(=O)Nc1nccs1	.	99	6	107	100	-3	99	99	26	100	33
O=C(NCc1cccc(C(F)(F)F)c1)C1CCCN(c2ncccn2)C1 (stereo not given)	14	102	0	106	103	4	101	95	21	100	15
Cc1ccc(C)c(N2CCN(S(=O)(=O)c3ccc4c(c3)CCC(=O)N4)CC2)c1	.	98	-24	104	101	4	97	97	23	100	23
CC(C)(C)C(=O)COC(=O)c1cccc(NC(=O)c2ccco2)c1	20	104	-12	102	102	-1	102	102	18	103	17
Cc1cc(C)n2nc(SCC(=O)N(C)C)nc2n1	13	106	1	108	104	-3	102	105	12	104	10
O=C(COC(=O)C1CC1)Nc1ccccc1Sc1ccccc1	4	101	-3	104	103	-9	99	104	8	98	2
COc1ccc(NC(=S)NC(NC(=O)c2cccc(Cl)c2)C(Cl)(Cl)Cl)c([N+](=O)[O-])c1 (stereo not given)	.	94	0	102	92	9	93	98	16	95	22
O=C(c1ccccc1)C(Cn1cncn1)C(Sc1ccccc1)c1ccccc1 (stereo not given)	.	97	12	97	95	-1	97	97	46	98	1
CCCCCCn1c(COc2ccccc2F)nnc1SCC(=O)N1c2ccccc2NC(=O)C1(C)C	.	100	-20	99	98	-9	101	93	59	100	9
CCOc1ccc2[nH]c(=O)c(CN(CCO)C(=O)CC)cc2c1	.	93	19	96	98	2	95	93	12	95	33

Grouped by structure, the compounds so far with two or more sulfur atoms
SMILES	Pf gametocyte	Rab2A wt mod	Mcl1 Bid PPI	Rac1 wt modul	Cdc42 wt	Mcl1 Noxa PPI	Rac1 act GTP bind	Rab7 wt modul	GSH bead fluor	HRas wt GTP bind	Avidin bead fluor
Cc1nc2nc(CSc3nc4ccccc4s3)cc(=O)n2[nH]1	.	100	-9	96	98	13	94	99	12	101	17
Nc1c(C(=O)NCCc2ccc(Cl)cc2)sc2ccc(S(=O)(=O)N3CCCCC3)cc12	-13	96	-28	101	98	2	98	95	14	96	19
Nc1nnc(SCC(=O)OCc2ccc(F)cc2)s1	-20	100	-9	101	105	-10	98	98	19	99	14
O=C(CSc1nn(-c2ccccc2)c(=S)s1)Nn1cnnc1	.	95	-11	94	97	5	93	91	25	95	14
CC1(C)SC(=S)N(Cc2ccc3c(c2)OCO3)C1N(O)C(=O)NC1CCCCC1 (stereo not given)	-32	103	-17	99	100	15	102	102	24	101	14
Cc1oc(-c2cccs2)nc1CS(=O)CC(=O)NCCCOC(C)C (stereo not given)	0	106	-23	105	106	12	102	101	16	107	13
C=CCn1c(CCCOc2ccc(Cl)cc2Cl)nnc1SCC(=O)Nc1nccs1	.	99	6	107	100	-3	99	99	26	100	33
